Giardia FBPA inh: inhibitors of Giardia lamblia fructose-1,6-bisphosphate aldolase | Potency, µM (doses to about 59.6 µM), inactives show at the top dose activity, negative = inhibition, actives largely listed as inhibitors | A8B2U2 | 290,000 compounds, 0.71% hits | purified Giardia FBPA; active means well fitted inhibition curve with a large enough effect; inconclusive means small, poorly fitted or top-dose-only effect, or effect the other way; further: nearly all actives have a fitted effect of over 55% in size
Target sequence (A8B2U2 whole entry, looked up): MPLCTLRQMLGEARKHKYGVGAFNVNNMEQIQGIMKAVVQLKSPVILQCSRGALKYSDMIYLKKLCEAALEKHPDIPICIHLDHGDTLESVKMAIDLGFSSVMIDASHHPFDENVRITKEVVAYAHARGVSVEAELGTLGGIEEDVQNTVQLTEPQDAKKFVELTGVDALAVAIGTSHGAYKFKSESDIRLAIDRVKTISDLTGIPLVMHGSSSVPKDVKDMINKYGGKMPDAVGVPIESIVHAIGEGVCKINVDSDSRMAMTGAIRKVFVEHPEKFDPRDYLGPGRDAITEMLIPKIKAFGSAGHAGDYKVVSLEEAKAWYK
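40 nM FBPA preincubated 10 min at RT with compound (up to 57.5 uM final), then substrate plus GAPDH/TPI/NAD/arsenate coupling and diaphorase/resazurin added. Fluorescence read after 20 min at RT, 525/598 nm.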
Numbers without * were called inactive; u = inconclusive; & = joins results of further samples; [ ] = another dose, or the depositor's remark. On the % scale 0 is the no-effect control and ±100 the full control effect; potency means the concentration at half of the fitted maximal effect.

item	Structure	Giardia FBPA inh
1	O=C(Nc1ccccc1)N1CCCC2(CCN(C(=O)c3cccc(F)c3)CC2)C1	0.4%
2	CNc1nc(-c2c(C)noc2C)nc2ccccc12	1.7%
3	COC(=O)CCCC1=CC2=CC(=O)C(C)(OC(=O)c3cccs3)C(=O)C2=CN1c1ccc(CO)cc1 (stereo unspecified)	4.1%[12.9 µM]
4	O=C1Nc2ccc(I)cc2/C1=C/c1cc(Br)c(O)c(Br)c1	1.0%&-12.3%&-1.0%
5	COc1c2ccoc2nc2c(OC)c(OC[C@H](O)C(C)(C)O)ccc12	-1.9%[21.7 µM]
6	CC(=O)NCCNc1ncncc1-c1ccccc1C(F)(F)F	-11.2%
7	CC(=O)OC1CC2C(C)(C)C(O)CC[C@@]2(C)C2CC[C@@]3(C)C(c4ccoc4)OC(=O)C4O[C@@]43[C@]12C (stereo partly specified)	-6.6%
8	COc1c2c(c(CC=C(C)C)c3oc(=O)c(-c4ccc(O)cc4)c(O)c13)OC(C)(C)C=C2	9.6%
9	CC1=C(C(=O)OCc2ccccc2)C(C2CCCCC2)NC(=O)N1CCCCCC(=O)O (stereo unspecified)	17.4%
10	O=c1n(-c2ccccc2)c(=O)n2n1CC[C@H]1/C(=N\OC[C@@H](O)COCc3ccco3)[C@H]3O[C@@H]3[C@@H](O)[C@@H]12	-0.6%&0.4%[12.9 µM]
11	CC(=O)C1=C(C)N(Cc2ccco2)C(=O)N[C@@H]1c1ccccc1	0.2%
12	COc1c2c(cc3c1C(c1c(O)c4ccccc4oc1=O)N(C)CC3)OCO2 (stereo unspecified)	-7.0%
13	Cn1cccc1C(=O)N1CCC2(CC1)CN(C(=O)Nc1cccc(C#N)c1)C2	7.9%
14	CO/N=C\[C@@H](NS(=O)(=O)c1ccc(C)cc1)[C@H](C)/C=C\CC(=O)OC	4.9%[12.9 µM]
15	CN(C)c1ccc(/C=C2/C(=O)Nc3ccccc32)cc1	-14.7%
16	CC(CCC(=O)O)C1CCC2C3CC[C@H]4CC(O)CC[C@@]4(C)C3CC(O)[C@]12C (stereo partly specified)	13.4%
17	C#CCCCO/N=C1/[C@H]2O[C@@H]2[C@@H](O)[C@H]2[C@H]1CCn1c(=O)n(Cc3cc4c(cc3Cl)OCO4)c(=O)n12	0.4%[12.9 µM]
18	O=C(c1cccc(F)c1)N1CCC2(CCCN(c3ccncc3)C2)CC1	-3.1%
19	COCCNc1ncnc2ccc(-c3cccc(OC)c3)cc12	-0.3%
20	CC(C)=CCC/C(C)=C\COc1c2ccoc2cc2oc(=O)ccc12	2.4%
21	COc1ccc2c(c1)OCc1c-2oc2cc(OC)ccc12	-1.1%
22	Cn1c2c(c(=O)c3ccccc31)C[C@@H](O)C(C)(C)O2	1.2%
23	CC(C)C1=CC2=CC[C@@H]3[C@@](C)(C(=O)O)CCC[C@]3(C)C2CC1 (stereo partly specified)	-5.1%
24	COC(=O)[C@@]1(Cc2ccccc2)[C@H]2c3cc(C(=O)N4CCCC4)n(Cc4ccc(C(F)(F)F)nc4)c3C[C@H]2CN1C(=O)c1ccccc1	-4.6%
25	CCOC(=O)CN1C(=O)N[C@@H](c2cccc(F)c2)C(C(C)=O)=C1C	6.5%[12.9 µM]

Reprinted, entries 9 to 25
item	Structure	Giardia FBPA inh
9	CC1=C(C(=O)OCc2ccccc2)C(C2CCCCC2)NC(=O)N1CCCCCC(=O)O (stereo unspecified)	17.4%
10	O=c1n(-c2ccccc2)c(=O)n2n1CC[C@H]1/C(=N\OC[C@@H](O)COCc3ccco3)[C@H]3O[C@@H]3[C@@H](O)[C@@H]12	-0.6%&0.4%[12.9 µM]
11	CC(=O)C1=C(C)N(Cc2ccco2)C(=O)N[C@@H]1c1ccccc1	0.2%
12	COc1c2c(cc3c1C(c1c(O)c4ccccc4oc1=O)N(C)CC3)OCO2 (stereo unspecified)	-7.0%
13	Cn1cccc1C(=O)N1CCC2(CC1)CN(C(=O)Nc1cccc(C#N)c1)C2	7.9%
14	CO/N=C\[C@@H](NS(=O)(=O)c1ccc(C)cc1)[C@H](C)/C=C\CC(=O)OC	4.9%[12.9 µM]
15	CN(C)c1ccc(/C=C2/C(=O)Nc3ccccc32)cc1	-14.7%
16	CC(CCC(=O)O)C1CCC2C3CC[C@H]4CC(O)CC[C@@]4(C)C3CC(O)[C@]12C (stereo partly specified)	13.4%
17	C#CCCCO/N=C1/[C@H]2O[C@@H]2[C@@H](O)[C@H]2[C@H]1CCn1c(=O)n(Cc3cc4c(cc3Cl)OCO4)c(=O)n12	0.4%[12.9 µM]
18	O=C(c1cccc(F)c1)N1CCC2(CCCN(c3ccncc3)C2)CC1	-3.1%
19	COCCNc1ncnc2ccc(-c3cccc(OC)c3)cc12	-0.3%
20	CC(C)=CCC/C(C)=C\COc1c2ccoc2cc2oc(=O)ccc12	2.4%
21	COc1ccc2c(c1)OCc1c-2oc2cc(OC)ccc12	-1.1%
22	Cn1c2c(c(=O)c3ccccc31)C[C@@H](O)C(C)(C)O2	1.2%
23	CC(C)C1=CC2=CC[C@@H]3[C@@](C)(C(=O)O)CCC[C@]3(C)C2CC1 (stereo partly specified)	-5.1%
24	COC(=O)[C@@]1(Cc2ccccc2)[C@H]2c3cc(C(=O)N4CCCC4)n(Cc4ccc(C(F)(F)F)nc4)c3C[C@H]2CN1C(=O)c1ccccc1	-4.6%
25	CCOC(=O)CN1C(=O)N[C@@H](c2cccc(F)c2)C(C(C)=O)=C1C	6.5%[12.9 µM]

The listing continues:
item	Structure	Giardia FBPA inh
26	O=c1c(-c2ccccc2)nc2cnc(N3CCOCC3)nc2n1C1CC1	-19.9%
27	CNCC(O)c1cccc(O)c1 (stereo unspecified)	-1.9%
28	C=CCOC(=O)NC(CC(=Nc1ccc(OC)cc1)C(=O)OC)c1ccccc1 (stereo unspecified)	-4.3%
29	CN1CCCC2(CCN(C(=O)c3ccco3)CC2)C1	2.5%
30	COc1ncc2nc(-c3cc(F)cc(F)c3)c(=O)n(CCc3ccccc3)c2n1	-7.5%
31	C[C@@H]1Oc2ccccc2C=C1/C=C/C(=O)O	0.3%
32	C/C=C/C1=CC2=CC(=O)C(C)(OC(=O)c3c(C)cc(O)cc3O)C(=O)C2=CO1 (stereo unspecified)	-12.6%
33	COC[C@]12CN(C=O)C3C4C(OC)C1[C@@]3(C1CC3(O)C(OC)C(O)C4(OC(C)=O)C1C3OC(=O)c1ccccc1)[C@@H](OC)CC2O (stereo partly specified)	3.9%
34	COc1ccc(/C=C/C(=O)c2cccs2)cc1OC	-14.0%
35	Cc1cnc(CNc2ncnc3ccc(-c4cccc(C#N)c4)cc23)cn1	-5.4%
36	c1cnc(N2CCC3(CCNCC3)CC2)nc1	-2.9%
37	COC(=O)N1CCC[C@@]2(CCN(C(c3ccccc3)c3ccccc3)C2)C1	3.4%
38	COC(=O)[C@@]1(Cc2ccc(OC)cc2)[C@H]2c3cc(C(=O)N(C)C)n(Cc4ccc(C(F)(F)F)nc4)c3C[C@H]2CN1C(=O)c1ccccc1	-4.2%
39	CCCCC/C=C\C/C=C\C/C=C\CCCCCCC(N)=O	8.2%
40	CCN1C(=O)N[C@@H](CCc2ccccc2)C(C(C)=O)=C1C	2.7%[12.9 µM]
41	Cn1c(=O)c(C(=O)COC(=O)c2cc(C(F)(F)F)nc3c(C(F)(F)F)cccc23)c(N)n(Cc2ccccc2)c1=O	3.5%
42	COc1ccc(O[C@H]2C=C[C@@H](c3ccccc3)O[C@@H]2CO/N=C(\C)CCN2CCCc3nc(C)c(C)cc32)cc1	16.4%[12.9 µM]
43	O=c1cc(-c2ccc(O)c(O)c2)oc2cc(OC3OC(CO)C(O)C(O)C3O)cc(O)c12 (stereo unspecified)	u
44	FC(F)(F)c1ccccc1-c1ccc2ncnc(NCc3cccs3)c2c1	-3.2%
45	CCCC[C@H]1C[C@@H]1[C@@H]1N(C(C)=O)[C@H](c2cccc(OC)c2)CC12CC2	-2.7%
46	C[C@@H](C(=O)OC1C[C@H]2CC[C@@H](C1)N2C)c1ccc(Br)cc1 (stereo partly specified)	4.6%
47	COC(=O)c1ccc(C(NC(=O)OCc2ccccc2)/C(C)=C/[C@@H](C)C(=O)NCCN2CCOCC2)cc1 (stereo partly specified)	8.4%
48	COCCn1c(=O)c(C)nc2cnc(N(C)C)nc21	0.8%
49	Cc1nc2cnc(N3CCOCC3)nc2n(C)c1=O	-0.2%
50	C#C[C@]1(O)CC[C@H]2[C@H]3CCC4=Cc5oncc5C[C@]4(C)[C@@H]3CC[C@]21C	0.0%

Some of the entries so far, as labelled records:
46: C[C@@H](C(=O)OC1C[C@H]2CC[C@@H](C1)N2C)c1ccc(Br)cc1 (stereo partly specified)
  Giardia FBPA inh: 4.6%

32: C/C=C/C1=CC2=CC(=O)C(C)(OC(=O)c3c(C)cc(O)cc3O)C(=O)C2=CO1 (stereo unspecified)
  Giardia FBPA inh: -12.6%

Continuation.
item	Structure	Giardia FBPA inh
51	CC1=C(C(=O)O)N2C(=O)[C@@H](NC(=O)C(N)c3ccccc3)[C@H]2SC1 (stereo partly specified)	-1.6%
52	COc1ncc2nc(CCc3ccccc3)c(=O)n(Cc3cccs3)c2n1	-0.6%
53	CNc1ccc2oc(C[C@H]3O[C@]4(CC[C@H]3C)O[C@H]([C@H](C)C(=O)c3ccc[nH]3)[C@H](C)C[C@H]4C)nc2c1C(=O)O	-8.4%
54	COc1ccccc1CNc1ccnc(-c2ccoc2)n1	-8.5%
55	CC(=O)c1ccc(C2C=CC(Oc3ccc(-c4ccccc4)cc3)C(CO)O2)cc1 (stereo unspecified)	1.8%[12.9 µM]
56	CN(C)c1ncc2nc(-c3ccc(F)cc3)c(=O)n(C)c2n1	5.4%
57	C/C(CCN1CCc2nc(-c3ccccc3)c(-c3ccccc3)cc2C1)=N\OC[C@@H](O)COCc1ccco1	-3.6%[12.9 µM]
58	c1ccc(CNc2nc(-c3ccoc3)nc3ccccc23)cc1	-9.5%
59	CCCc1cc2c(n1Cc1ccc(C)cc1)C(C)C1CN(C(=O)c3ccccc3)C(C)(C(=O)OC)C21 (stereo unspecified)	-29.4%
60	CCc1c2c(nc3cccc(SC)c13)COC2	-22.6%
61	Cn1c(=O)c(-c2cccs2)nc2cnc(N3CCNCC3)nc21	-11.1%
62	CN(C)C(=O)c1ccc(-c2ccc3ncnc(N4CCOCC4)c3c2)cc1	-1.9%
63	CCCCCC1C(=O)O[C@H](C)[C@@H](NC(=O)c2cccc(NC=O)c2O)C(=O)OC(C)C1OC(=O)CC(C)C (stereo partly specified)	0.5%
64	CC(=O)OC1CC[C@@]2(C)C3CC[C@]4(C)C(=O)CCC4C3CC[C@H]2C1 (stereo partly specified)	10.0%
65	N#Cc1cccc(-c2nc3cnc(Oc4cccc(Cl)c4)nc3n(C3CC3)c2=O)c1	0.3%
66	COCC(=O)N1CCC2(CC1)CN(c1cccc(-c3ccccc3)c1)C2	1.8%
67	Cn1cccc1C(=O)N1CCC2(CCN(Cc3nccs3)CC2)CC1	1.1%
68	COc1ccccc1CNc1cc(-c2ccccc2Cl)ncn1	-0.6%
69	C[C@H]1[C@@H](O)[C@@H](C)/C=C\C=CCC\C=C/C=C\C=C/C=C[C@@H](O[C@H]2O[C@@H](C)[C@@H](O)[C@@H](N)[C@@H]2O)C[C@@H]2O[C@@](O)(C[C@@H](O)[C@H]2C(=O)O)C[C@@H](O)[C@@H](O)CC[C@@H](O)C[C@@H](O)C[C@@H](O)CC(=O)O[C@H]1C	-2.9%[21.7 µM]
70	CS(=O)(=O)Nc1cccc(-c2cc(Nc3ccccc3)ncn2)c1	-5.0%
71	CNC(=O)[C@H]1O[C@@H](n2cnc3c(N)ncnc32)[C@H](O)[C@H]1O	-1.8%
72	CSc1nc(N)c2ncn([C@@H]3O[C@H](COP(=O)(O)OP(=O)(O)OP(=O)(O)O)[C@H](O)[C@H]3O)c2n1	2.2%
73	CC(=O)CC1CCCCN1 (stereo unspecified)	-24.1%
74	C[C@@]1(C(NC(=O)Cc2ccc(C(F)(F)F)cc2)c2ccc(-c3ccccc3)cc2)C[C@H]1C1CCCCC1 (stereo partly specified)	5.3%
75	COCCN(CCOC)c1nc(C)nc2c1nc(-c1ccccc1)n2CCN1CCOCC1	-7.3%
76	C[C@H]1[C@H]2CC[C@H]3[C@@H]4CC=C5C[C@@H](N(C)C)CC[C@]5(C)[C@H]4CC[C@]23CN1C	6.6%
77	CCCCC/C=C\C/C=C\C/C=C\CC1OC1CCCC(=O)O (stereo unspecified)	5.6%
78	CCCn1c(C)nc2c(NCCOC)nc(C)nc21	2.0%
79	Nc1nc2c(cnn2CCc2ccccc2)c2nc(-c3ccco3)nn12	0.2%
80	C=C(C)[C@H]1CC[C@]2(C(=O)O)CC[C@]3(C)[C@@H](CC[C@H]4[C@@]5(C)CC[C@@H](O)C(C)(C)[C@@H]5CC[C@@]43C)[C@H]12	4.9%[21.7 µM]
81	CCc1c(C(=O)OC)ncc2[nH]c3cc(OC)c(OC)cc3c12	-8.8%
82	CCCCc1cc2c(cn1)=C(OC(=O)c1cccs1)C(C)(OC(=O)CC)C(=O)C=2 (stereo unspecified)	-2.2%[12.9 µM]
83	CCCN1CCCC2Cc3[nH]ncc3CC21 (stereo unspecified)	-4.8%
84	C[C@H]1Cc2c(COc3ccccc3)nc3c(c2CO1)CN(C(=O)c1cc(I)ccc1F)CC3	4.9%[12.9 µM]
85	CC1=C(CC(=O)O)c2cc(F)ccc2/C1=C\c1ccc(S(C)(=O)=O)cc1	19.0%
86	CN1CCN(c2ncnc3ccc(-c4ccc(C(=O)N(C)C)cc4)cc23)CC1	0.3%
87	CCC(N)C(O)c1ccc(O)c(O)c1 (stereo unspecified)	u
88	COCCn1c(=O)c(-c2ccc(Cl)cc2)nc2cnc(Nc3ccccc3)nc21	7.3%
89	NC(=NCCC[C@H](N)C(=O)O)NO	0.8%

Not all compounds are listed; rates above refer to the full screens.
